F508del corr – correctors of CFTR F508del function in bronchial epithelial cells; activity (quench increase), % at 7.58 µM; actives 0.36% (n = 350,000); CFBE cells, YFP halide quenching; stimulated with forskolin plus potentiator P3; % fluorescence drop versus neutral controls;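 active means mean added fluorescence quench of at least 8% versus neutral control, with both replicates also reaching 8%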;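 further: cells transiently co-express mutant CFTR-F508del with the halide-sensitive YFP; corrector assay measuring rescue of mutant channel to the surface after 24 h compound exposure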
INS-1E GSIS act – primary screen for activators of insulin secretion dependent on glucose, INS-1E cells, GLuc reporter luminescence; INS-1E GLuc reporter insulin secretion, 2-3 h; activation, % at 16.6 µM; actives 0.61% (n = 370,000);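 active means lowest replicate activation of at least 40%, so every replicate reaches that level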;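 further: 0% = median of neutral control wells and 100% = median of IBMX positive control wells; some compounds called inactive have numbers as strong as hits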
RAD52 inh – blocks human RAD52 DNA annealing; recombinant RAD52 DNA annealing, FRET fluorescence; inhibition, % at 18.7 µM; actives 0.46% (n = 360,000); P43351;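 active means every replicate showing at least 50% inhibition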
ARNT-TACC3 inh – disrupts binding between human ARNT and TACC3. AID 623870. Q9Y6A5. actives 0.66% (n = 390,000). AlphaScreen His-ARNT PAS-B/GST-TACC3 binding, luminescence; TACC3 fragment carries E629A point mutation. inhibition, % at 9.99 µM;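 active means mean inhibition of replicates at least 50% and at least half of replicates each reaching 50%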;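 further: 0% = complete ARNT plus TACC3 wells and 100% = ARNT alone without TACC3; many hits fall short of the cut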
esBAF inh – blocks esBAF chromatin remodeling in mouse ES cells; Bmi1-luciferase knock-in reporter, 24 h; 100% = twice the neutral-well signal; actives 2% (n = 350,000); AID 602393; reporter increase, % at 12.5 µM; in the data active means activation above about 40%;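 further: 0% = median of the plate's neutral control wells and 100% = double that signal; a rise in the Bmi1 reporter signal indicates esBAF inhibition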
XiGFP reactiv – reactivates the inactive X chromosome in mouse fibroblasts. activation, % at 7.58 µM. XiGFP mouse fibroblasts, % GFP-positive cells imaging, 3 d; cells co-treated with 5-aza-dC sensitizer; scaled so ellipticine positive control = 100%. actives 0.055% (n = 360,000). AID 743238;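 active means mean normalized replicate activation at least 10% and every replicate at or above 10%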;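 further: 0% = median of on-plate neutral control wells and 100% = ellipticine 6 µM median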
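Material: SV40-immortalized XiGFP fibroblast cells, line 68-5-11 | Buffer or medium: DMEM containing 5-aza-dC | Dosing: One concentration, pinned | Times: 3 d treatment, 15 min room-temperature fixation | Controls: Ellipticine 6 µM positive control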
RAD54 inh – blocks human RAD54 Holliday junction branch migration. actives 0.14% (n = 360,000). inhibition, % at 10.4 µM. FAM/BHQ fluorescence. Q92698;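 active means mean normalized replicate activity at least 40 and at least half of replicates scoring 40 or more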;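 further: 0% = median of neutral control wells and 100% = median of positive control wells; inhibitors cause a drop in the FAM fluorescence signal; in these data hits start at about 50%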
Target sequence (Q92698 whole entry, looked up): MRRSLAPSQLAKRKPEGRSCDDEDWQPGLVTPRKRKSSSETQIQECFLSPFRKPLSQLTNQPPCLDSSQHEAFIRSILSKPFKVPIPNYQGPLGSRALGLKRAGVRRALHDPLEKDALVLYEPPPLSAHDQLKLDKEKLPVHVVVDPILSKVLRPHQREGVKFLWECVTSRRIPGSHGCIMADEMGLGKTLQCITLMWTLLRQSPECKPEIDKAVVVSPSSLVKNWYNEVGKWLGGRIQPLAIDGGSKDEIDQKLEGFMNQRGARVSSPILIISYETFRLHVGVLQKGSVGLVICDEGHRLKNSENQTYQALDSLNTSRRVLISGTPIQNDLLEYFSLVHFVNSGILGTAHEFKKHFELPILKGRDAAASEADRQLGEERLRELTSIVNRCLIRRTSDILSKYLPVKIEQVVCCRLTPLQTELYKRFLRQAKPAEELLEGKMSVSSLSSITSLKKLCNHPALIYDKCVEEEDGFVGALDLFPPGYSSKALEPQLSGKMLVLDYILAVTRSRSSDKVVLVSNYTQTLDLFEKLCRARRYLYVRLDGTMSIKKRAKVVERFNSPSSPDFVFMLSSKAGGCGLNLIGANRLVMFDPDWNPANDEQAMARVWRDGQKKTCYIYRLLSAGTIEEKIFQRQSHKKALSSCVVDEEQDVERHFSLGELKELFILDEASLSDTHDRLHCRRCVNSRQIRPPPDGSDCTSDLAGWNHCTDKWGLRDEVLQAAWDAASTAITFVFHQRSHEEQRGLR
ERAP1 HTS inh – inhibitors of human ERAP1 aminopeptidase; actives 0.15% (n = 340,000); inhibition, % at 10.7 µM; AID 652197; Q9NZ08; recombinant ERAP1, Leu-AMC fluorescence, 60 min;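 active means mean replicate inhibition of at least 30%, or all replicates individually reaching that 30% level; inactive means mean below 30% and not every replicate reaching it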;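 further: 0% = neutral control wells and 100% = L-leucinethiol positive control wells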
The depositor's hits bear a star; i = inactive; / = not tested or not shown; & = joins results of further samples.

SMILES	F508del corr	INS-1E GSIS act	RAD52 inh	ARNT-TACC3 inh	esBAF inh	XiGFP reactiv	RAD54 inh	ERAP1 HTS inh
O=C(COc1cccc2ccccc12)Nc1ccc(Cl)cc1C(=O)O	-1.6	-24.7	-4.3	1.8	-6.3	-0.1	0.4	0.3
CN1C(C(=O)NCC2CC2)CC2Cn3c(nc4cc5ccccc5cc43)C21 (stereo not given)	-0.3	22.6	-8.1	-5.3	7.0	-0.1	-1.6	-3.9
COc1ccc(C(=O)N/C(=C\c2cn(C)c3ccccc23)C(=O)NCCCn2ccnc2)cc1	-3.5	2.4	-6.1	12.2	-0.2	0.1	-13.1	-1.0
CC(=O)c1ccc(NC(=O)CSc2nc(=O)n(CCN3CCOCC3)c3c2CCC3)cc1	2.1	4.4	-7.1	-4.6	-0.3	0.0	-7.9	-4.2
COc1ccccc1-c1ccc(Nc2cccc(C(C)=O)c2)nn1	-3.8	18.2	-7.0	2.9	50.7*	/	7.8	0.8
C[C@@H]1CCCCO[C@@H](CN(C)Cc2ccc3c(c2)OCO3)[C@H](C)CN([C@@H](C)CO)C(=O)c2cc(NS(=O)(=O)c3cccs3)ccc2O1	3.9&1.4	16.9	/	6.5&-8.2	-5.2&-1.2	-0.1	-25.2&-25.2	/
CC(=O)c1ccc(OCc2ncc(C(F)(F)F)cc2Cl)cc1	-2.3	/	-2.8	-5.6	/	0.0	/	-1.3
C[C@@H]1CN([C@H](C)CO)S(=O)(=O)c2ccc(-c3cccc(F)c3)cc2O[C@@H]1CN(C)C	-0.5	7.6	13.8	-3.4	-1.1	0.2	13.8	-0.3
Cc1ccc(Cc2ccc(C(=O)NNC(N)=S)o2)cc1	-2.5	4.0	-6.5	29.1	0.8	0.0	1.7	11.1
NS(=O)(=O)c1ccc(NC(=S)NCc2ccco2)cc1	1.3	0.6	-11.1	-1.4	/	0.2	/	5.6
COc1ccc(NC(=S)N2CCCC2)cc1OC	-1.5	4.2	-3.9	2.1	/	-0.1	/	1.7
COc1cccc(S(=O)(=O)N[C@H]2C=C[C@H](CC(=O)NCc3ccncc3)O[C@@H]2CO)c1	0.3	12.9	10.3	0.3	4.0	-0.1	-6.5	-1.5
COc1ccc(C(=O)N/C(=C/c2ccco2)C(=O)NCc2ccco2)cc1	-0.7	2.9	-42.1	-2.3	-1.8	0.0	3.7	2.2
O=C(OCn1nnc2ccccc2c1=O)c1cc(-c2ccccc2Cl)nc2ccccc12	/	7.5	-3.0	/	-1.1	-0.1	-0.9	0.3
COc1ccc(/C=N/NC(=O)c2nonc2N)cc1OC	-0.9	/	-5.1	-10.0	/	0.0	/	0.0
CCc1ccc(-c2ccc(SCC(=O)Nc3nnc(C)s3)nn2)cc1	/	4.5	-36.5	-4.3	/	0.1	/	9.5
COCCN(C(=O)c1cc(CN2C(=O)c3ccccc3C2=O)ccc1OC)c1c(N)n(CC(C)C)c(=O)[nH]c1=O	2.2	20.3	-10.6	4.4	-6.4	-0.1	-0.8	-1.3
Nc1c(C(=O)CSc2nnc(-c3ccccc3)o2)c(=O)[nH]c(=O)n1C1CC1	1.7	7.1	-22.0	/	-6.1	0.1	7.7	-0.2
CC(=O)/C=C(\C)Nc1ccccc1O	0.2	0.2	-19.4	31.4	-4.4	0.4	-1.1	1.7
COc1ccc2c3c(n(C)c2c1)[C@@H](CO)N(C(=O)Nc1ccc(F)cc1)CC31CCN(C(=O)c2ccc3c(c2)OCO3)CC1	0.2	13.0	9.4	/	/	0.0	/	-1.3
Cc1nc(N2CCN(S(=O)(=O)c3ccc(F)cc3)CC2)c2c(C)c(C)sc2n1	4.1	-8.4	-11.3	-0.5	4.1	/	-6.0	-1.1
O=C(C[C@H]1CC[C@@H]2[C@H](COC[C@H](O)CN2Cc2ccc(F)cc2)O1)N1CCc2ccccc2C1	4.2	4.8	16.6	-2.5	2.1	0.2	-6.9	3.4
CC(=O)Nc1nnc(Cc2c[nH]c3ccccc23)s1	0.6	-2.9	-19.7	-7.0	/	0.2	/	-1.4
COc1ccc2cc(CO)c(Cl)nc2c1	-3.9	14.4	-11.1	-3.0	-5.9	0.0	-0.9	6.3
COc1ccc(NC(=O)C(CC(=O)O)C(C)c2ccccc2)cc1 (stereo not given)	0.5	-2.5	-14.7	3.5	2.4	0.0	/	-4.2

Part of the list above, in markdown:
| SMILES | F508del corr | INS-1E GSIS act | RAD52 inh | ARNT-TACC3 inh | esBAF inh | XiGFP reactiv | RAD54 inh | ERAP1 HTS inh |
| --- | --- | --- | --- | --- | --- | --- | --- | --- |
| O=C(COc1cccc2ccccc12)Nc1ccc(Cl)cc1C(=O)O | -1.6 | -24.7 | -4.3 | 1.8 | -6.3 | -0.1 | 0.4 | 0.3 |
| CN1C(C(=O)NCC2CC2)CC2Cn3c(nc4cc5ccccc5cc43)C21 (stereo not given) | -0.3 | 22.6 | -8.1 | -5.3 | 7.0 | -0.1 | -1.6 | -3.9 |
| COc1ccc(C(=O)N/C(=C\c2cn(C)c3ccccc23)C(=O)NCCCn2ccnc2)cc1 | -3.5 | 2.4 | -6.1 | 12.2 | -0.2 | 0.1 | -13.1 | -1.0 |

The results go on.
SMILES	F508del corr	INS-1E GSIS act	RAD52 inh	ARNT-TACC3 inh	esBAF inh	XiGFP reactiv	RAD54 inh	ERAP1 HTS inh
C[C@@H]1CN([C@H](C)CO)S(=O)(=O)c2ccc(C3=CCCCC3)cc2O[C@@H]1CN(C)Cc1cncnc1	-1.6	-6.0	9.3	4.8	-9.4	0.1	-13.4	2.7
Cc1cnc(CNC(=O)c2ccc(OC3CCN(C(=O)C4CC4)CC3)cc2)cn1	5.5	3.9	-21.1	19.9	-5.0	0.0	4.7	-4.1
N#Cc1cc(S(=O)(=O)c2ccc(F)cc2)c(N)[nH]c1=O	0.1	-5.9	-19.9	-19.1	/	0.0	8.5	-2.1
C[C@@H]1CN([C@H](C)CO)C(=O)c2cc(NC(=O)CCCN(C)C)ccc2O[C@@H]1CN(C)Cc1ccccc1	-0.4	17.0	10.3	-9.8	2.0	-0.1	0.6	4.1
COc1ccc(/C=C/C(=O)c2ccc3c(c2)OCO3)cc1OC	0.6	12.6	-8.9	/	-6.8	-0.5	1.8	1.3
COc1cc(CN2CCCC(CO)(Cc3cccc(Cl)c3)C2)cc2c1OCO2 (stereo not given)	1.5	/	-78.5	6.3	-16.2	0.1	-2.0	-1.2
Cn1c(=O)c2ncn(C)c2n(C)c1=O	0.7	-8.5	-6.4	12.6	4.7	-0.2	-0.7	-8.2
CCOC(=O)c1cc(OCC)c2c(ccc3ccccc32)n1	-2.0	/	0.0	/	-9.6	0.0	3.2	-0.2
COc1ccc(-c2ccc(SCC(=O)N3CCOCC3)nn2)cc1OC	/	83.6*	/	-22.2	-1.3	/	1.7	/
O=C(C[C@@H]1CC[C@@H]2[C@H](COC[C@H](O)CN2Cc2cccc(C(F)(F)F)c2)O1)NCCc1ccncc1	-1.1	-10.5	4.9	-3.6	-4.4	0.0	-20.8	-1.0
COc1ccc(C(O)P(=O)(OCCC(C)C)c2ccc(N(C)C)cc2)cc1 (stereo not given)	-0.4	20.0	-17.0	-1.5	0.6	0.8	-1.7	1.2
CN(C)C(CNC(=O)c1ccc(C2SCCS2)cc1)c1ccccc1 (stereo not given)	-2.7	-25.1	3.1	4.5	28.8	0.0	11.5	1.5
CCC(=O)N(C)C[C@H]1Oc2cc(-c3ccccc3)ccc2S(=O)(=O)N([C@@H](C)CO)C[C@@H]1C	0.9	-10.1	13.7	2.9	-1.5	-0.3	7.3	1.6
O=C(CSc1nc2c(c(=O)n1-c1ccc(Br)cc1)SCC2)NCc1ccco1	2.8	-17.0	-21.6	-5.1	-4.2	/	-10.0	2.7
C=CCn1c(=S)[nH]c2sc3c(c2c1=O)CCCC3	-0.6	15.2	-0.9	0.3	11.1	0.2	4.8	5.9
O=C(c1cccnc1)N1CCCCN2[C@H](C1)[C@@H](c1ccc(C#Cc3ccccn3)cc1)[C@@H]2CO	-1.7	4.6	-23.4	11.2	7.2	0.1	-34.0	-0.4
O=C(Nn1c(C2CCCCC2)nc2ccccc2c1=O)c1cc(Cl)ccc1[N+](=O)[O-]	0.6	1.6	-8.2	-18.1	1.2	0.1	/	-0.3
CCOc1ccccc1NC(=O)Cn1c(=O)oc2ccccc21	6.6	10.3	-9.5	-4.1	6.6	0.0	2.3	-0.7
O=C1CCn2c1c(O)c1ccccc1c2=O	3.3	/	i	51.7*	/	-0.1	/	-0.5
O=C1CC(c2ccccc2)Oc2ccc(Cl)cc21 (stereo not given)	-1.3	3.7	-15.2	-4.3	/	0.0	/	1.6
Cc1nc(SCC(=O)NC2CCS(=O)(=O)C2)c(C#N)c(C)c1C (stereo not given)	2.0	1.4	-26.9	-25.5	3.2	-0.1	-6.7	3.1
O=[N+]([O-])c1ccccc1/C=N\N1CCN(c2ccccc2)CC1	0.0	-8.5	-17.1	9.0	/	0.0	/	3.9
C=CCn1c(C)cc(C2=NNC(=NCc3ccccc3)SC2)c1C	0.0	-6.2	11.8	17.2	/	0.0	/	0.2
Fc1ccccc1NC(=S)NCc1ccc(Cl)cc1	1.1	-23.8	-13.8	/	0.2	-0.1	10.5	-3.0
CCC(C(=O)Nc1ccc(OC)c(Cl)c1)c1ccccc1 (stereo not given)	1.2	/	4.2	-17.4	-4.9	0.1	/	-3.4
SMILES	F508del corr	INS-1E GSIS act	RAD52 inh	ARNT-TACC3 inh	esBAF inh	XiGFP reactiv	RAD54 inh	ERAP1 HTS inh
COc1ccc(OCCC(=O)OCC(=O)NCc2ccccc2OC)cc1	-0.4	6.7	-5.1	-4.5	/	0.1	/	4.5
CC(C)NC(=O)N1CCCCN2[C@H](C1)[C@H](c1ccc(C#C[C@@H](C)O)cc1)[C@@H]2CO	-1.1	7.6	2.2	-3.6	/	1.2	-0.3	2.7
COc1ccc2c3c([nH]c2c1)[C@H](CO)N(C(=O)NC(C)C)CC31CN(C(=O)C2CCCCC2)C1	-1.8	-0.3	12.1	/	/	0.3	/	2.7
Cc1nn2c(-c3ccccn3)ccnc2c1Cl	0.3	13.5	-18.9	0.3	/	-0.1	/	1.0
CC(NC(=O)COC(=O)C1(C)CC1(Cl)Cl)c1ccccc1 (stereo not given)	-1.2	10.7	-9.7	-4.3	-5.7	0.0	-3.9	1.9
Cc1ccccc1Nc1nc(-c2sc(NC(=O)c3ccco3)nc2C)cs1	3.0	0.6	-1.3	10.6	7.8	0.0	-5.2	8.7
C/C=C(\C)C(=O)N1CC2(CC(c3cccc(NC(=O)COc4ccc(Cl)cc4)c3)=NO2)C[C@@H]1C(N)=O (stereo not given in full)	1.3	-26.4	-56.3	-1.7	-5.5	-0.1	-3.0	12.3
CC(=O)c1ccc(NC(=O)COC(=O)c2c3c(nc4ccccc24)/C(=C\c2cccs2)CCC3)cc1	9.1*	5.2	-27.7	-3.8	/	0.0	/	-2.4
O=C(COC(=O)CCCNC(=O)c1ccc(Cl)cc1)Nc1cc(Cl)ccc1Cl	2.3	-14.5	-9.3	/	/	0.0	-5.5	-1.4
COc1ccc(CCNS(=O)(=O)c2cc3c(cc2C)NC(=O)CO3)cc1OC	3.2	/	-10.7	-5.0	0.2	0.1	-3.8	4.3
Cc1ccsc1C(=O)OCC(=O)NCc1ccco1	0.3	-6.9	-7.6	-2.7	-3.7	0.1	1.3	4.0
O=C(NNC(=O)c1ccc2ccccc2c1)c1cccc(Br)c1	-2.8	-5.0	-4.9	-4.2	3.6	0.3	-2.0	4.2
Cc1nc(-c2cccnc2)sc1C(=O)N/N=C/c1ccccc1Cl	-3.0	/	-8.7	-3.7	/	0.1	-4.7	0.8
COc1ccc(NC(=O)CC2SC(N)=NC2=O)c([N+](=O)[O-])c1 (stereo not given)	0.5	-6.1	-11.5	-3.7	/	0.2	0.3	-1.6
CCCC[C@@H]1CNCCN1CCc1cccc(F)c1	0.7	/	-10.3	0.8	-8.7	0.2	-17.7	-5.5
